AID772 – HT29 colon tumor cell growth inhibition, primary screen, imaging, high content imaging, 72 h, CellTiter-Glo (AID 772); HT29 cell growth, HCS imaging cell count, 72 h; stronger effect = higher value; actives 0.6% (n = 3,300); growth inhibition, % at 10 µM;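 active means growth inhibition above 90%, meaning viable cell count cut by more than 90% versus vehicle controls; inactive means growth inhibition below 90%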
HT29 cell growth-1 – HT29 colon tumor cell growth inhibition, primary screen, imaging, high content imaging, 48 h, CellTiter-Glo (AID 771); growth inhibition, % at 10 µM; HT29 cell growth, HCS imaging cell count, 48 h; stronger effect = higher value; actives 2% (n = 3,300);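 active means growth inhibition above 90%, meaning viable cell count by imaging cut by more than 90% versus vehicle controls; inactive means growth inhibition below 90%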;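 further: percent fewer viable cells counted by imaging than vehicle controls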
A549 proliferation – A549 NSCLC cell proliferation inhibitors – ATP luminescence, human non-small cell lung line, primary screen (AID 371); actives 8.4% (n = 3,300); growth inhibition, % at 10 µM; A549 growth inhibition, ATP luminescence; stronger effect = higher value;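 active means mean growth inhibition over the two runs of 50% or more; inactive means mean growth inhibition under 50%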;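 further: compound exposure lasted 72 h before the ATP read; 0% = untreated cell signal and 100% = no luminescence left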
HT29 cell growth-2 – HT29 colon tumor cell growth inhibition, primary screen, imaging, high content imaging, 24 h, CellTiter-Glo (AID 770); HT29 cell number by imaging, 24 h; stronger effect = higher value; growth inhibition, % at 10 µM; 3,300 tested, under 10 active;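 active means growth inhibition above 90% in viable cell count at a single dose; inactive means growth inhibition below 90%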
AID364 – Jurkat cell viability reduction – Jurkat E6.1, NIH starter set, primary screen (AID 364). actives 2% (n = 3,300). Jurkat E6.1 viability, ATP luminescence, 48 h; higher % means a stronger effect. inhibition, % at 4 µM, or CC50 in µM where a hit was titrated;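 active means concentration giving half-maximal inhibition at or below 20 micromolar; inactive means half-maximal concentration above 20 micromolar, or not dose tested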;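 further: 100% = cells treated with 4 µM doxorubicin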
HT29 cell growth-2 condensed nuclei – second read-out of HT29 cell growth-2, no call of its own (marks repeat the call); condensed nuclei, %; measured here: percent cells with condensed nuclei;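 share of cells whose nuclear area falls below control median minus 1.5 SD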
HT29 cell growth-2 ATP viability – also measured in HT29 cell growth-2; calls as there; growth inhibition, %; measured here: ATP CellTiter-Glo viability
HT29 cell growth-1 condensed nuclei – second read-out of HT29 cell growth-1, no call of its own (marks repeat the call); condensed nuclei, %; measured here: percent cells with condensed nuclei;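 condensed means Hoechst nuclear area under control median minus 1.5 SD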
HT29 cell growth-1 ATP viability – further read-out of HT29 cell growth-1, marked with its call; growth inhibition, %; measured here: ATP CellTiter-Glo viability inhibition
AID772 condensed nuclei – recorded beside AID772, whose call it bears; condensed nuclei, %; measured here: percent cells with condensed nuclei;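 condensed means nuclear area below control median minus 1.5 SD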
AID772 second – recorded beside AID772, whose call it bears; growth inhibition, %; measured here: ATP CellTiter-Glo viability
Active calls of the source: *; . = no result given.

SMILES | AID772 | AID772 condensed nuclei | AID772 second | HT29 cell growth-1 | HT29 cell growth-1 condensed nuclei | HT29 cell growth-1 ATP viability | A549 proliferation | HT29 cell growth-2 | HT29 cell growth-2 condensed nuclei | HT29 cell growth-2 ATP viability | AID364
CCCCOc1ccc(OCCCN2CCOCC2)cc1 | -47.5 | 3.3 | -15.5 | 39.0 | 3.2 | . | 14.2 | -1.8 | 6.8 | -20.0 | -3.7%
COC(=O)c1ccccc1OCc1cccc(C)n1 | -41.0 | 6.0 | -56.7 | 39.5 | 0.9 | 2.8 | 6.9 | 17.5 | 1.8 | -7.7 | -3.4%
CCCCCOC(=O)C(C)c1c(C)[nH]c(=S)[nH]c1=O (stereo unspecified) | -3.4 | 4.3 | -54.7 | -15.3 | 3.3 | -36.3 | 16.4 | -27.4 | 3.2 | -15.7 | -6.9%
Cc1c(O)c(CN2CCCCC2)cc2c3c(c(=O)oc12)CCC3 | 28.9 | 1.1 | -10.3 | 14.2 | 2.9 | 9.6 | 2.3 | 20.1 | 5.1 | -3.2 | 2.0%
c1ccc(-n2c(Cc3cccnc3)nc3cnccc32)cc1 | 17.6 | 1.5 | -42.5 | 22.5 | 2.9 | -12.3 | -4.4 | -24.8 | 2.1 | -17.1 | 2.2%
Cn1c(=O)c2c(nc(NCc3ccc4c(c3)OCO4)n2Cc2ccc(F)cc2)n(C)c1=O | 60.3 | 15.3 | 61.6 | 67.5 | 9.4 | 42.2 | 74.4* | 23.1 | 3.6 | 14.7 | -6.6%
CC(O)(C#CCN1CCOCC1)c1ccccc1 (stereo unspecified) | -7.8 | 3.0 | -32.1 | -63.1 | 1.8 | -11.2 | 2.8 | 1.1 | 3.2 | -6.1 | -2.3%
CC1(C)Cc2c(C#N)c(SCCC#N)nc(N3CCOCC3)c2CS1 | 32.3 | 3.8 | 0.6 | -1.9 | 1.1 | -26.3 | 26.4 | -41.1 | 1.6 | -11.4 | 5.2%
CCC(NC(=O)Nn1cnnc1)(C(F)(F)F)C(F)(F)F | -31.3 | 3.8 | -10.3 | -8.4 | 3.1 | -1.9 | 0.8 | 3.5 | 2.8 | -0.1 | -5.8%
COc1ccc(Nc2nnc(C)c3ccccc23)cc1C(N)=O | -67.1 | 3.3 | -18.4 | -21.0 | 0.7 | -9.8 | -0.9 | -40.3 | 3.1 | -7.8 | -0.9%
CC(C)CSc1nc(N2CCOCC2)c2c(c1C#N)CC(C)(C)SC2 | 45.9 | 16.4 | 31.8 | 53.4 | 1.1 | 27.9 | 30.8 | -12.2 | 2.9 | 13.9 | -2.3%
Cc1cc(=O)oc(C)c1C(=O)NCCN1CCOCC1 | -48.9 | 3.3 | -34.4 | 0.0 | 3.3 | -11.9 | -2.8 | -27.0 | 2.6 | -15.3 | 7.9%
CCOC(=O)c1c(C)n(C)c2ccc(O)c(CN3CCCCC3)c12 | 11.5 | 2.6 | 23.2 | 21.6 | 1.5 | 4.3 | 24.2 | 2.3 | 5.6 | 5.1 | 5.3%
CSC1=C(C#N)C(c2ccc(C)s2)CC(=O)N1 (stereo unspecified) | -21.9 | 3.1 | -0.5 | -11.9 | 1.8 | -0.9 | -5.2 | 22.7 | 3.3 | 4.5 | 9.3%
CC1(C)NC(=O)N(CC(O)COc2cc3ccccc3cc2C(=O)N2CCCCC2)C1=O (stereo unspecified) | 66.1 | 20.2 | 10.8 | 8.9 | 0.7 | 7.3 | 8.9 | 23.3 | 4.2 | -6.4 | -6.6%
Cc1ccc(C)c(OCc2nnc(NC(=O)c3ccco3)s2)c1 | 33.5 | 8.4 | 12.4 | 8.1 | 4.5 | 35.8 | 23.9 | -9.2 | 3.2 | 9.9 | 0.5%
CCc1c(C)c(C#N)c2nc3ccccc3n2c1-n1nc(C)cc1C | -15.4 | 0.9 | -31.1 | -8.1 | 2.7 | 15.1 | 4.8 | -38.0 | 2.7 | -9.5 | -5.3%
COc1nnnc2c1sc1nc(N3CCOCC3)c3c(c12)CC(C)(C)OC3 | -34.2 | 3.3 | -28.6 | 18.3 | 1.3 | -15.2 | -0.5 | 2.7 | 4.1 | -9.2 | 0.2%
COCCCn1cnc2c(c1=O)c1nc3ccccc3nc1n2CCc1ccccc1 | 2.2 | 4.8 | -32.1 | 3.8 | 3.1 | 3.5 | 26.2 | 28.8 | 5.7 | 22.8 | 4.6%
Cc1ccc(N(CC(O)CN(C)C)S(=O)(=O)c2ccccc2)cc1 (stereo unspecified) | 36.5 | 9.6 | -11.2 | 17.0 | 3.8 | -0.2 | 2.7 | -9.8 | 2.1 | -0.5 | -3.8%

The last three compounds of the part before lead into the next.
SMILES | AID772 | AID772 condensed nuclei | AID772 second | HT29 cell growth-1 | HT29 cell growth-1 condensed nuclei | HT29 cell growth-1 ATP viability | A549 proliferation | HT29 cell growth-2 | HT29 cell growth-2 condensed nuclei | HT29 cell growth-2 ATP viability | AID364
COc1nnnc2c1sc1nc(N3CCOCC3)c3c(c12)CC(C)(C)OC3 | -34.2 | 3.3 | -28.6 | 18.3 | 1.3 | -15.2 | -0.5 | 2.7 | 4.1 | -9.2 | 0.2%
COCCCn1cnc2c(c1=O)c1nc3ccccc3nc1n2CCc1ccccc1 | 2.2 | 4.8 | -32.1 | 3.8 | 3.1 | 3.5 | 26.2 | 28.8 | 5.7 | 22.8 | 4.6%
Cc1ccc(N(CC(O)CN(C)C)S(=O)(=O)c2ccccc2)cc1 (stereo unspecified) | 36.5 | 9.6 | -11.2 | 17.0 | 3.8 | -0.2 | 2.7 | -9.8 | 2.1 | -0.5 | -3.8%
COC(=O)CCC(=O)CN | -59.4 | 3.6 | -15.2 | 9.0 | 1.9 | . | 1.1 | 6.6 | 4.1 | -17.0 | 11.4%
CC1(C)CC(=O)C(C2=NC(C)(C)Cc3ccccc32)=C(O)C1 | 9.1 | 2.4 | -8.8 | -17.1 | 1.6 | -19.7 | 2.2 | -2.2 | 1.4 | -5.5 | 5.0%
CN1CCN(C(=O)CSc2nc(-c3cccs3)ccc2C#N)CC1 | 28.2 | 2.2 | -0.1 | -55.6 | 1.4 | -8.4 | 3.2 | -16.3 | 4.8 | 0.8 | 2.9%
O=C(O)C1CSCN1S(=O)(=O)c1cccc2nsnc12 (stereo unspecified) | -5.8 | 1.9 | -25.8 | 24.0 | 2.4 | -7.9 | 2.8 | 12.3 | 4.6 | -3.9 | -4.6%
NS(=O)(=O)c1ccc(-c2ccc(C=NC3CCS(=O)(=O)C3)o2)cc1 (stereo unspecified) | 12.8 | 2.6 | -32.1 | 15.0 | 1.6 | -3.2 | 9.1 | -21.3 | 1.2 | -0.5 | 10.2%
O=c1/c(=C/c2ccccn2)sc2n1CN(c1ccccc1)CN=2 | -47.5 | 2.5 | -13.3 | 1.6 | 16.2 | 3.1 | 10.3 | 22.0 | 3.1 | 2.4 | -7.8%
CCOC(=O)c1c(NC(=O)CCN2CCOCC2)sc2c1CC(C)(C)OC2 | -44.2 | 3.3 | -46.5 | -42.6 | 6.3 | -26.0 | 5.8 | 43.0 | 5.4 | -1.2 | 4.9%
COc1ccc(C2C=C(c3ccc(C)cc3)Nc3ncnn32)cc1 (stereo unspecified) | -67.1 | 1.2 | -49.6 | 2.5 | 0.8 | -9.7 | 30.1 | 12.8 | 5.8 | 3.4 | -8.8%
COc1ccc(Cl)cc1N=Cc1c(O)cc(C)oc1=O | 11.8 | 13.6 | -9.2 | 9.0 | 2.9 | -0.2 | 2.2 | 1.0 | 1.0 | -7.2 | -8.9%
Cc1cc(C)n(Cc2ccc(C(=O)NCCC3=CCCCC3)o2)n1 | -19.5 | 3.6 | 3.4 | 2.4 | 4.0 | -30.5 | 18.9 | 4.6 | 2.4 | -10.7 | 1.1%
Cc1nc(SCC(=O)c2ccccc2)c(C#N)c(-c2ccco2)c1C(=O)NCc1ccco1 | 57.6 | 24.8 | 30.5 | 67.4 | 5.2 | 17.7 | 29.1 | 44.7 | 4.2 | -12.2 | -0.4%
Oc1ccc(Br)cc1-c1cc(-c2ccccc2F)[nH]n1 | 41.2 | 10.0 | 66.5 | 31.6 | 5.2 | 11.6 | 49.8 | -3.7 | 4.0 | 13.3 | 0.3%
O=C(Nc1nnc(SCc2ccccc2F)s1)c1ccco1 | 22.7 | 1.9 | -2.5 | -0.8 | 1.0 | -3.7 | 6.0 | -21.4 | 1.0 | -15.7 | 6.4%
OC(CNCCCN1CCCCC1)COc1ccccc1 (stereo unspecified) | 23.5 | 23.2 | 39.1 | 50.9 | 6.7 | 63.0 | 4.6 | -5.9 | 4.0 | 12.6 | -0.8%
CCOC(=O)c1[nH]c2ccccc2c1NC(=O)CN(C)C | 11.7 | 7.6 | 37.4 | 19.5 | 12.1 | 20.9 | 1.9 | 34.8 | 4.8 | -4.5 | -4.4%
Cc1ccc(C2CC(C(F)(F)F)n3ncc(C(N)=O)c3N2)cc1 (stereo unspecified) | 23.4 | 4.6 | 3.3 | -0.2 | 15.3 | -3.0 | 14.8 | 15.3 | 2.5 | 10.0 | -6.1%
Cc1nnc(NCc2n[nH]c(=O)c3ccccc23)c2ccccc12 | -13.8 | 3.1 | -5.5 | -4.9 | 1.6 | -3.1 | 69.7* | 17.8 | 1.4 | 9.3 | 5.3%
COc1ccc(C2=Nn3c(nnc3-c3ccccn3)SC2)cc1OC | 18.4 | 9.7 | 30.2 | 79.2 | 4.8 | 24.1 | 3.8 | 34.5 | 4.0 | 5.1 | 2.3%
N#Cc1c(SCC(=O)O)nc(N2CCCCC2)c2c1CCCC2 | 35.9 | 4.0 | 25.3 | 3.5 | 3.1 | 9.8 | 11.6 | 19.3 | 5.4 | -1.6 | 5.1%
CN(C)CCCOC(=O)c1ccc(Cl)cc1Cl | -32.8 | 2.8 | -10.3 | -6.4 | 1.5 | -8.8 | 5.8 | 9.9 | 3.5 | 3.4 | 4.2%
CCCCCSc1nc(C)c(CC(=O)O)c(=O)[nH]1 | -68.2 | 5.3 | -50.9 | -2.7 | 3.4 | -18.6 | -2.5 | -27.4 | 1.8 | 3.2 | 9.3%
O=C1C2ON(c3ccccc3)C(c3cccnc3)C2C(=O)N1Cc1ccccc1 (stereo unspecified) | -74.4 | 3.2 | -41.4 | 22.3 | 3.6 | 19.0 | 5.1 | 13.7 | 3.0 | -16.2 | 0.9%
CCOC(=O)C1=C(c2ccccc2)NC(SCC(=O)Nc2ccccc2C)=C(C#N)C1c1ccco1 (stereo unspecified) | 53.9 | 25.7 | 93.4 | 91.0* | 11.0* | 75.3* | 38.8 | 60.7 | 3.9 | 23.1 | -9.9%
Cc1ccnc(N2CCN(c3cc(C)c(C#N)c4nc5ccccc5n34)CC2)c1 | 48.8 | 5.1 | 22.8 | 19.5 | 10.1 | 5.6 | 7.3 | 19.2 | 4.6 | 11.3 | 6.7%
COc1ccc(C(=O)CCN2CCCCCC2)cc1 | -6.3 | 5.7 | -2.8 | -32.9 | 2.9 | -24.9 | 2.7 | -13.2 | 2.3 | -11.9 | -4.7%
Cc1cc(C)n(CC2CC(=O)N(c3ccc(F)c(Cl)c3)C2=O)n1 (stereo unspecified) | 69.3 | 4.2 | 26.9 | 16.1 | 1.6 | 16.8 | 1.5 | -39.5 | 3.5 | 10.2 | 1.3%
CCCCn1cnc2c(c1=O)c1nc3ccccc3nc1n2Cc1ccc2c(c1)OCO2 | 23.4 | 3.2 | -9.7 | 16.1 | 2.6 | 12.3 | 10.4 | 8.5 | 2.1 | 3.3 | 2.8%
C[C@]12CC[C@@H]3c4ccc(O[C@@H]5O[C@H](C(=O)O)[C@@H](O)[C@H](O)[C@H]5O)cc4CC[C@H]3[C@@H]1C[C@@H](O)[C@@H]2O | 39.4 | 2.9 | -7.7 | -7.1 | 1.8 | . | -8.5 | -4.0 | 1.4 | -18.0 | -0.2%
O=C1NC(c2cccs2)Nc2ccccc21 (stereo unspecified) | 21.6 | 2.7 | -28.2 | 1.1 | 13.7 | 9.2 | 12.0 | 32.6 | 4.2 | 11.7 | 11.8%
CCCc1nnc(NC(=O)c2c(O)c3c([nH]c2=O)CCCC3)s1 | 37.0 | 6.3 | 10.0 | -9.3 | 7.3 | -32.6 | 29.4 | 33.0 | 3.4 | -11.1 | 3.6%

Assay outcomes as filed in PubChem.

The list is partial; rates above refer to the full screens.
